Screens as filed in PubChem BioAssay.
GLS inh: glutaminase GLS (human) inhibition; O94925; GLS enzymatic activity, qHTS titration; Potency, µM (series often up to 45.5 µM), for inactives: top-dose activity change, negative = inhibition, hits mostly inhibitors; hit rate 0.21% among 410,000; AID 624170; note: potency is the fitted concentration of half-maximal effect; % is set by controls: 0 for no effect and ±100 for the full control effect
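Two-point fluorescence kinetic (t0, 30 min RT) for hKGA; glutamate detected via glutamate oxidase–HRP–Amplex Red. Substrate: 1 mM L-glutamine solution; buffer 45 mM KH2PO4, pH 8.2.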
Pin1 inh: blocks the human prolyl isomerase Pin1 | Q13526 | Pin1 FP peptide displacement, HiFluor488, 10 min | Potency, µM (top dose mostly 115 µM), for the others: top-dose activity, negative = inhibition, hits mostly inhibitors | hit rate 0.009% among 390,000 | AID 504891; active = well fitted inhibition curve with a large enough effect in the polarisation, with a control signal flat, not every such curve was filed as active; inconclusive = small, poorly fitted or top-dose-only effect, or effect the other way, or a change in a side signal; inactive = no such curve, though single readings can be large or run the other way; the % refers to the polarisation; note: potency is the fitted concentration of half-maximal effect; % is set by controls: 0 for no effect and ±100 for the full control effect
Target sequence (Q13526 whole entry, looked up): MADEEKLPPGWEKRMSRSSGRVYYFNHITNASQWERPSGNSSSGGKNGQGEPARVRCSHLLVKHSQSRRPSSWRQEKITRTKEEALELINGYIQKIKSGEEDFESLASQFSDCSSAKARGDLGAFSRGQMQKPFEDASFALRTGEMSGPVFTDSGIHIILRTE
USP1-UAF1 inh: USP1/UAF1 (human) deubiquitinase inhibition; O94782; recombinant USP1/UAF1, Ub-Rhodamine cleavage fluorescence; Potency, µM (highest dose often 57.1 µM), for the others: at the highest dose activity change, negative = inhibition, usual class: inhibitors; hit rate 0.23% among 390,000; AID 743255; note: potency is the fitted concentration of half-maximal effect; % is set by controls: 0 for no effect and ±100 for the full control effect; nearly all actives have a fitted effect of over 60% in size; inactives centre near -12
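Step one: compound is pinned into 1nM USP1/UAF1 in HEPES pH 7.8 buffer with TCEP. Step two: 15 min room-temperature incubation. Step three: Ub-Rho (150nM final) starts cleavage, tracked by fluorescence over six one-minute reads.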
HP1b binding inh: HP1-beta chromodomain-methylated histone interaction inhibition; P83916; AlphaScreen HP1-beta / biotin-H3K9me3 peptide binding; Potency, µM (titrated, usually from 114 µM), for the others: at the highest dose activity change, negative = inhibition, most hits filed as inhibitors; hit rate 0.56% among 390,000; note: potency is the fitted concentration of half-maximal effect; nearly all actives have a fitted effect of over 70% in size; inactives centre near 23
Target sequence (P83916 whole entry, looked up): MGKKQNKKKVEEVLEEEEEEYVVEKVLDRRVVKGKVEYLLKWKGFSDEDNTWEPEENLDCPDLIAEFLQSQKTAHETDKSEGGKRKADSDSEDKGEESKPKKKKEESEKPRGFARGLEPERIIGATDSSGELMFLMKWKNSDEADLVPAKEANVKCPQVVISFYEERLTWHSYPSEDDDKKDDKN
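Compound inhibition of the preformed complex between 50 nM HP1-beta and 50 nM biotinylated H3K9me3 peptide was read by AlphaScreen. Buffer was PBS pH 7.4 with 0.01% Tween-20. Incubations ran 30 min at room temperature, with 10 ug/mL donor/acceptor beads.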
mIDH1 inhibitor: blocks human mutant IDH1 R132H enzyme. AID 602179. IDH1-R132H enzyme, NADPH consumption, diaphorase/resazurin fluorescence. O75874. Potency, µM (top dose mostly 76.6 µM), for the others: at the highest dose activity change, negative = inhibition, actives largely listed as inhibitors. hit rate 0.093% among 390,000; note: potency is the fitted concentration of half-maximal effect; % is set by controls: 0 for no effect and ±100 for the full control effect; nearly all actives have a fitted effect of over 65% in size
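IDH1-R132H (0.5 ug/mL dispensed) in pH 7.5 Tris buffer was preincubated 30 min with compound, then given a substrate mix of 0.016 mM NADPH and 2 mM alpha-KG for 80 min at room temperature; remaining NADPH was read by diaphorase/resazurin fluorescence.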
TrxR1 substrate: is turned over as a substrate by rat TrxR1 | O89049 | purified TrxR1 substrate turnover, NADPH consumption readout | Potency, µM (highest dose often 114 µM), for the others: at the top dose activity change, negative = substrate turnover | AID 588456 | hit rate 0.01% among 390,000; note: potency is the fitted concentration of half-maximal effect; % is set by controls: 0 for no effect and ±100 for the full control effect; nearly all actives have a fitted effect of over 50% in size
Target sequence (O89049 whole entry, looked up): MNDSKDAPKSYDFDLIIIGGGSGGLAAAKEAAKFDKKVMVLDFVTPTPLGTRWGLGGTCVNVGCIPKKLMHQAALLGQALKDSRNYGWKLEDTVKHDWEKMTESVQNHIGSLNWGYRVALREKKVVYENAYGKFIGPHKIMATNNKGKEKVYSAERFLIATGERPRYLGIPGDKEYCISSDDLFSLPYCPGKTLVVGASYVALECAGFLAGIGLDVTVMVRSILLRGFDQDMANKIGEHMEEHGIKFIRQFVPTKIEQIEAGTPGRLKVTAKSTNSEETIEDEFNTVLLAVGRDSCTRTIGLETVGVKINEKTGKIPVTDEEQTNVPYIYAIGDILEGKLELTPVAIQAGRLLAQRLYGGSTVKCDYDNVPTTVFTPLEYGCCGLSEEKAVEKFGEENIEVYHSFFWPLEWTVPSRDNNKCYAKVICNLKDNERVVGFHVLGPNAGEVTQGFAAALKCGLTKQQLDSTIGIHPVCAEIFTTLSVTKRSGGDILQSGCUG
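Rat TrxR1, dispensed at 90 nM, was prereduced with 400 uM NADPH (final) for 5 min at ~22 deg C, then incubated with compound 15 min before 400 uM selenite. A first-read NADPH fluorescence drop versus no-compound background flagged substrates.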
rTrxR1 inhibitor: inhibitors of rat thioredoxin reductase 1; O89049; recombinant rTrxR1, NADPH fluorescence consumption, selenite substrate; Potency, µM (top dose mostly 114 µM), for the others: top-dose activity change, negative = inhibition, most hits filed as inhibitors; hit rate 1% among 390,000; AID 588453; note: potency is the fitted concentration of half-maximal effect; % is set by controls: 0 for no effect and ±100 for the full control effect; nearly all actives have a fitted effect of over 65% in size
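Rat TrxR1 (90 nM in the dispensed reagent) was pre-reduced with 400 uM NADPH for 5 min at room temperature, then incubated with compound for 15 min. After 400 uM selenite was added, NADPH fluorescence (Ex 340/Em 450 nm) was followed for 8 min.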
PI4K2A inh: PI4K2A (human) kinase inhibition | hit rate 0.13% among 420,000 | Q9BTU6 | purified PI4K2A, ADP-Glo luminescence, 1 h; stronger effect = lower value | AID 1346378 | activity change, negative = inhibition, % at 76.9 µM; in the data active = activity change below about -50%; inconclusive = mostly about -30% to -49%;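 note: -100% = wells without enzyme as full effect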
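ADP-Glo luminescence measured ADP generated by PI4K2A enzyme (4 ug/mL before mixing) with 1.2 mM PI substrate (pre-mix) and 300 microM ATP (pre-mix). Tris pH7.5 buffer with MgCl2, Triton X-100; 1 h reaction at ambient temperature.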
Tb PGK inh: T. brucei PGK inhibition; PGK/GAPDH coupled, Kinase-Glo luminescence, 60 min; Potency, µM (top dose mostly 57.5 µM), without a hit: at the highest dose activity change, negative = inhibition, actives largely listed as inhibitors; hit rate 0.043% among 380,000; AID 602233; note: potency is the fitted concentration of half-maximal effect; % is set by controls: 0 for no effect and ±100 for the full control effect; nearly all actives have a fitted effect of over 60% in size
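Luminescent ATP detection (Kinase-Glo Plus) follows a 60-minute room-temperature incubation, with wells lacking PGK as controls. Buffer: 100 mM TEA (pH 7.6), 5 mM MgCl2, 0.01% Tween-20. Coupling enzyme GAPDH (100 nM final) supplies unstable 1,3-BPG in-well.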
* = called active by the depositor; i = inactive; ? = inconclusive; / = not tested or not shown; & = joins results of further samples; [ ] = dose if it differs, or a comment. Unless noted, calls come from the whole dose curve; as a rule, active = well fitted curve in the direction sought with a large enough effect; inconclusive = small, poorly fitted or top-dose-only effect, or another doubt; inactive = no such curve, though single readings can be large; an effect the other way counts as inactive or inconclusive. A portion of the library; the hit share may differ from the screen's.

SMILES | GLS inh | Pin1 inh | USP1-UAF1 inh | HP1b binding inh | mIDH1 inhibitor | TrxR1 substrate | rTrxR1 inhibitor | PI4K2A inh | Tb PGK inh
CC1=C(C)C(=O)N(c2ccccn2)C1=O | 1% | -5% | -19% | 28% | 1% | -9% | 10%[57.1 µM] | -2 | 8%
OCCN1CCN(CC(O)COCc2ccc3c(c2)OCO3)CC1 (centres undefined) | 5% | 2% | -13% | 10% | -1% | 11%[57.1 µM] | 12%[57.1 µM] | -5 | -8%
CC1CCCCC1NC(=O)COC(=O)c1cccn1C (centres undefined) | 5% | 4% | -8% | 4% | -3% | -1% | 18% | -3 | -5%
COc1ccc2oc(C(=O)OCC(=O)/C(C#N)=C(\C)N)c(C)c2c1 | -18% | 10% | -2% | 25% | 2% | 15% | 36%[activator] | 7 | -7%
CCOc1ccc(N/C=C/C(=O)c2ccc(OC)c(OC)c2)cc1 | 14% | 17% | -1% | 22% | 4% | 5% | 31% | -1 | -6%
C=CCn1c(SCCC)nc2sc3c(c2c1=O)CCc1ccccc1-3 | 9% | 9% | -5% | 62%[activator] | 6% | 15% | 9% | 2 | -10%
CN(CC(=O)Nc1ccccc1Br)C(=O)CNC(=O)c1ccc(Oc2ccccc2)cc1 | 5% | -10% | -17% | 29% | 2% | -3% | 26% | 1 | -2%
CCN(CC)c1ccc(C=Nc2ccc(N(C)C)cc2)c(O)c1 | 21% | ? | ? | ? | 22% | -3%[57.1 µM] | -8%[57.1 µM] | -26 | -1%
COc1ccc(C2c3c(oc4ccc(Cl)cc4c3=O)C(=O)N2CCCN(C)C)cc1OC (centres undefined) | 8% | -6% | -7% | 31% | 11% | 3%[57.1 µM] | 6%[57.1 µM] | 1 | -1%
CCn1c(=S)sc2c(=O)n(-c3ccccc3)c(SC)nc21 | 7% | 1% | -16% | -11% | 7% | 1% | 18% | -1 | 19%
O=C(Nc1c2c(nn1-c1ccc(Cl)cc1)CS(=O)(=O)C2)c1ccccc1F | -11% | 6% | -12% | 20% | 1% | 0%[57.1 µM] | 16%[57.1 µM] | 2 | -1%
CCN(CC(=O)Nc1ccc(OC)cc1)C(=O)C1CCN(C(=O)c2ccc(Cl)cc2)CC1 | 3% | 0% | -6% | 30% | -2% | -2% | 12% | -2 | -3%
Cc1ccccc1NC(=O)C1Cc2ccccc2C(=O)O1 (centres undefined) | 2% | 5% | -18% | 66%[activator] | 4% | 1% | 9% | -1 | 4%
CCNC(=O)Cn1c(-c2cccs2)cc2ccccc21 | 14% | 1% | -12% | 29% | -18% | 30% | -2% | -4 | 8%
O=C(CN1C(=O)C2C3C=CC(C3)C2C1=O)OCC(=O)c1ccccc1 (centres undefined) | 7% | 4% | 0% | 26% | 6% | -12% | -12% | -1 | -3%
CCC/C=C1/CCCOC(C(=O)NCc2cc(C)n(C)n2)(C(F)(F)F)C1 (centres undefined) | 0% | -6%&-1% | -12% | 29%&51% | 0% | 10%[57.1 µM] | 33%[57.1 µM] | 4 | -11%
COc1ccccc1OCCC(=O)Nc1cccc(S(=O)(=O)N2CCCCC2)c1 | 4% | 0% | -13% | -11% | 8% | -5% | -1% | 0 | -1%
COc1ccc(CCN(C)CC(O)COC(c2ccc(F)cc2)c2ccc(F)cc2)cc1OC (centres undefined) | -4% | -7% | -15% | 8% | 2% | -4% | -4% | 13 | 0%
CC(C)CNC(=O)c1cc(-c2ccc(Br)cc2)on1 | 7% | 1% | -6% | 16% | 2% | 2% | 12% | -2 | -7%
COc1cccc(/C=N/NC(=O)c2ccc(COc3ccc(Cl)cc3Cl)o2)c1 | -6% | 9% | -6% | 40% | 7% | -5% | 8%[57.1 µM] | 3 | -8%
O=C(CSc1nnc2ccccn12)Nc1ncc(Cl)cc1Cl | 2% | -7% | -14% | 18% | 10% | 3%[57.1 µM] | 12%[57.1 µM] | 6 | -7%
Cc1ccc(OCC(=O)Nc2ccc3c(c2)nc(CCN2CCC(C)CC2)n3C)cc1 | 1% | 1% | -25% | 33% | 9% | 1% | 19% | -1 | -3%
CC1(c2ccc(O)cc2)NC(=O)N(c2ccccc2)N1 (centres undefined) | ? | -8% | 1% | 23% | 13% | 7%[57.1 µM] | 13%[57.1 µM] | 8 | -5%
O=C(CN1C(=O)C(=O)N(C2CCCC2)C1=O)Nc1ccc(OC(F)F)cc1 | 3% | -3% | -24% | 21% | 3% | 8% | 14% | -3 | -7%
O=S(=O)(Nc1ccncc1)c1ccc(Cl)c(Cl)c1 | 6% | 0% | -9% | 35% | 8% | 13%[57.1 µM] | 9%[57.1 µM] | -6 | i
CSCCC(NC(=O)c1ccc([N+](=O)[O-])cc1Cl)C(=O)OCC(=O)N1CCN(C(C)=O)CC1 (centres undefined) | 1% | 3% | -5% | 2% | 0% | -7% | -8% | -3 | i
CC1CCCN(C(=O)CCCC(=O)N2CCCC(C)C2)C1 (centres undefined) | 1% | -10% | -23% | 28% | 0% | 2% | 19% | -1 | 6%
CCS(=O)(=O)c1cccc(C(=O)N2CCN(c3nc4c(C)ccc(Cl)c4s3)CC2)c1 | -14% | 20% | -16% | 22% | -15% | 2% | 20% | -2 | -8%
CC1CCN(C(=O)C2CCN(C(=O)c3ccc(C(C)(C)C)cc3)CC2)CC1 | 19% | -2% | -11% | -7% | 22% | 2% | 23% | 0 | -3%
Nc1nc(SCC(=O)Nc2ccccc2C(F)(F)F)[nH]c(=O)c1-c1ccccc1 | -2% | -5% | -16% | 40%[activator] | 5% | -15%[57.1 µM] | 27%[57.1 µM] | -11 | 0%

Taken from above.
For GLS inh, O=S(=O)(Nc1ccncc1)c1ccc(Cl)c(Cl)c1 has 6%
For Pin1 inh, O=C(CN1C(=O)C(=O)N(C2CCCC2)C1=O)Nc1ccc(OC(F)F)cc1 has -3%

Further compounds.
SMILES | GLS inh | Pin1 inh | USP1-UAF1 inh | HP1b binding inh | mIDH1 inhibitor | TrxR1 substrate | rTrxR1 inhibitor | PI4K2A inh | Tb PGK inh
CCCc1cc2c(=O)c(-c3ccc4c(c3)OCCO4)coc2cc1OS(C)(=O)=O | 7% | 26% | -21% | 18% | 4% | 3%[57.1 µM] | 15% | -3 | 3%
CN1CCN(NC(=O)COc2cccc(C(F)(F)F)c2)CC1 | 6% | -1% | 2% | 11% | 2% | -13% | -12% | 1 | -8%
CC(=O)Nc1cccc(NC(=O)C2CC3CCC2C3)c1 (centres undefined) | 6% | 7% | -10% | 9% | -1% | 5%[57.1 µM] | 12%[57.1 µM] | -2 | 0%
COc1ccc(/C=C/c2nnc(NC(=O)COc3cccc(C)c3)s2)cc1 | 14% | -2% | -4% | 22% | -2% | 133%[activator] | ? | 3 | 4%
C=CCNC(=O)CSCc1ccc(Br)cc1 | 0% | -3% | -23% | 30% | -4% | -2% | 8% | -4 | -5%
CN(C)C(=S)Oc1ccccc1C1(C)OCCO1 | 0% | / | -13% | / | 3% | / | / | 0 | -9%
CCN1CCN(c2nc3c(C)cccn3c(=O)c2/C=C(\C#N)C(=O)NCCCOC)CC1 | -1% | -11% | -18% | 31% | 1% | 174%[activator] | 28% | 2 | -5%
Clc1ccc(Cl)c(-c2nc(-c3ccncc3)no2)c1 | -10% | -1% | -11% | 26% | 6% | 3%[57.1 µM] | 8%[57.1 µM] | -2 | -9%
COc1cccc(NC(=O)c2oc3ccc(S(=O)(=O)N4CCCCCC4)cc3c2C)c1 | -5% | ? | -7% | 15% | 2% | 1%[57.1 µM] | 22%[57.1 µM] | -2 | -7%
C/C(=N\NC(=O)COc1cccc(Cl)c1)c1ccc2c(c1)OCCO2 | 10% | 1% | -9% | 25% | 3% | 5% | 12% | 2 | 5%
COc1ccc(-n2nc3cc(C)c(NC(=O)COc4cccc(C)c4)cc3n2)cc1 | 3% | 2% | 0% | 44%[activator] | 15% | 31% | 11% | 1 | 7%
COC(=O)c1sccc1NC(=S)N(C)C1CCCCC1 | 1% | -1% | -26% | 108%[activator] | 1% | 2% | 7% | -2 | -15%
CCN(c1ccccc1)S(=O)(=O)c1ccc(C(=O)NCC(c2ccccc2OC)N2CCCC2)cc1 (centres undefined) | 16% | -3% | -8% | 7% | 1% | -6% | -7% | 0 | 3%
CC(C)N(CCc1ccncc1)C(=S)Nc1cccc(Cl)c1 | 5% | 3% | -17% | 31% | 6% | 6% | 9% | -2 | -1%
Cc1nnc(SCC(=O)NC(=O)NCc2ccco2)s1 | -1% | 2% | -15% | 31% | -2% | -6% | -17% | -1 | -8%
CCOC(=O)c1ccc(NC(=O)CN2C(=O)CC(c3ccc(C)c(C)c3)=Nc3ccccc32)cc1 | 4% | 38%[activator] | -9% | 1% | 0% | -3%[57.1 µM] | 20%[57.1 µM] | 3 | -5%
COC(=O)c1ccc(C2c3c(oc4cc(C)c(C)cc4c3=O)C(=O)N2c2ccccn2)cc1 (centres undefined) | -2% | 0% | -6% | 31% | -11% | 4% | 18% | 0 | i
O=C(CCNC(=O)c1ccccc1Cl)Nc1nccs1 | 2% | 4% | -12% | 45%[activator] | 1% | 6%[57.1 µM] | 17%[57.1 µM] | -8 | 0%
